Source: PubChem
EPAC1 agonist: qHTS for Agonist of cAMP-regulated guanine nucleotide exchange factor 3 (EPAC1): primary screen | Rap guanine nucleotide exchange factor 3 (Homo sapiens), O95398 | actives 0.073% (n = 360,000) | AID 720707, 2013 | EPAC1 agonist qHTS, biochemical assay; response scale: 100% = response to 6.5 mM cAMP | Potency, µM (titrated, usually from 154 µM), inactives show top-dose activation, most hits filed as activators; note: nearly all actives have a fitted effect of over 60% in size
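Nucleotide exchange assay: 100 nM EPAC1 with 250 nM Rap1B loaded with BODIPY-GDP and 50 uM GDP, room temperature. Fluorescence (480/540 nm) read every 5 min for 30 min; signal change normalized to 6.5 mM cAMP as full agonist.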
PTHR1 agonist: qHTS for PTHR1 Agonists: Primary Screen; Potency, µM (series often up to 115 µM), for the others: top-dose activation, actives largely listed as activators; actives 0.075% (n = 410,000); HEK293 GP2 PTHR1 cells, GloSensor cAMP luminescence, 1 h; Parathyroid hormone/parathyroid hormone-related peptide receptor (Homo sapiens), Q03431; note: nearly all actives have a fitted effect of over 55% in size; some results filed as inactive show a strong effect at the top dose; inactives centre near -15; many of its hits are not listed in these tables
Target sequence (Q03431 whole entry, looked up): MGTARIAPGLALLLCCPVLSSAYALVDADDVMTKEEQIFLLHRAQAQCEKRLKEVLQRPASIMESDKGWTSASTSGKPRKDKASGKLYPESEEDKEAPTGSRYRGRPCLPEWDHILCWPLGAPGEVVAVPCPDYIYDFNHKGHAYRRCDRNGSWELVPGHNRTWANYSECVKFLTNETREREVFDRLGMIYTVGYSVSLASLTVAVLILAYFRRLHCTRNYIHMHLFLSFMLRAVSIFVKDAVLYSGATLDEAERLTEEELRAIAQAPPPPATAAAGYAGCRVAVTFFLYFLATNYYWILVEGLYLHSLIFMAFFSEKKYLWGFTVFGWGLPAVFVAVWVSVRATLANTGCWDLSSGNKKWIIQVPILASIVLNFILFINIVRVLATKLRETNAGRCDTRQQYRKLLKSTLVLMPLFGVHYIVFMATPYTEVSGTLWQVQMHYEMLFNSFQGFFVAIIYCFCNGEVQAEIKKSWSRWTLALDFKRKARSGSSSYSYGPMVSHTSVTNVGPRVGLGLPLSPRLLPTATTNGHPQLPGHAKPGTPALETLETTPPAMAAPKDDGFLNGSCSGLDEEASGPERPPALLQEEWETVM
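HEK-293-derived GP2 cells expressing PTHR1 and a GloSensor cAMP reporter, 3,000/well, plated overnight, given luciferin plus IBMX (each 0.5 mM as added) for 1 h at 37 °C, then compound for 1 h at 37 °C. Luminescence was read after 15 min at room temperature.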
TDP-43 yeast inh: qHTS of TDP-43 Inhibitors | TDP-43 expressing yeast growth rescue, BacTiter-Glo, 24 h | actives 1.8% (n = 410,000) | AID 652104, 2013 | Potency, µM (series often up to 46.1 µM), for the others: at the top dose growth rescue (activation), hits mostly activators; note: % of control where 0% means no effect; nearly all actives have a fitted effect of over 50% in size
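Galactose-induced TDP-43 yeast, OD600=0.02, compound pinned; 24 hr, 30 deg C; BacTiter-Glo luminescence for growth. Inhibitors of TDP-43 toxicity read as activators.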
aSyn yeast inh: qHTS of alpha-syn Inhibitors. Yeast expressing alpha-synuclein, growth rescue, BacTiter-Glo, 24 h. Potency, µM (highest dose often 46.1 µM), without a hit: at the top dose growth rescue (activation), hits mostly activators. actives 0.14% (n = 370,000). AID 652106, 2013; note: % of control where 0% means no effect; nearly all actives have a fitted effect of over 65% in size
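Screening used galactose-induced yeast with toxic alpha-synuclein levels, exposed to compound for 24 hr at 30 deg C. Cell growth, read with BacTiter-Glo luminescence, gave the measured signal.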
FUS yeast rescue: qHTS for Suppressors of FUS Proteinopathy: Primary screen using FUS-linked yeast assay. Potency, µM (titrated, usually from 76.6 µM), for inactives: top-dose growth rescue (activation), hits mostly activators. S. cerevisiae FUS-expressing, growth rescue, OD600, 24 h. actives 0.24% (n = 390,000). AID 1347120, 2019;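 note: plate controls were DMSO vehicle for no effect and reference control for full effect; nearly all actives have a fitted effect of over 55% in size; some results filed as inactive show a strong effect at the top dose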
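Absorbance at 600 nm, taken 24hr after compound addition, measured rescue of FUS-yeast growth at 30C. Induction used 2% galactose with seeding at OD 0.005. Controls: CP55940 from 92uM final, DMSO only.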
EPAC2 ag: qHTS for Agonist of cAMP-regulated guanine nucleotide exchange factor 4 (EPAC2): primary screen | actives 0.079% (n = 360,000) | Rap guanine nucleotide exchange factor 4 (Homo sapiens), Q8WZA2 | Potency, µM (series often up to 154 µM), for the others: top-dose activation, actives largely listed as activators | EPAC2 activation, biochemical qHTS; response scale: 100% = 6.5 mM cAMP response; note: nearly all actives have a fitted effect of over 50% in size
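Compounds were added across a concentration range to EPAC2 (100 nM), RAP1B-BODIPY-GDP (250 nM) and GDP (50 uM). After 5 min at room temperature, fluorescence was recorded at 5-min intervals for 30 min.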
EPAC2 antagonist: qHTS for Antagonist of cAMP-regulated guanine nucleotide exchange factor 2 (EPAC2): primary screen; EPAC2 GEF exchange of Rap1B-BODIPY-GDP, fluorescence; Potency, µM (top dose mostly 114 µM), for the others: top-dose activity, negative = inhibition, hits mostly inhibitors; actives 0.18% (n = 360,000); AID 720708, 2013; note: % is set by controls: 0 for no effect and ±100 for the full control effect; nearly all actives have a fitted effect of over 45% in size; many of its hits are not listed in these tables
EPAC1 antag: qHTS for Antagonist of cAMP-regulated guanine nucleotide exchange factor 3 (EPAC1): primary screen. Rap guanine nucleotide exchange factor 3 (Homo sapiens), O95398. EPAC1 GEF assay, Rap1b-BODIPY-GDP exchange fluorescence. Potency, µM (series often up to 115 µM), for the others: at the highest dose activity change, negative = inhibition, usual class: inhibitors. actives 0.14% (n = 360,000). AID 720709, 2013;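 note: plate controls were vehicle for no effect and positive control for full effect; nearly all actives have a fitted effect of over 50% in size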
The depositor's hits bear a star; i = inactive; ? = inconclusive; . = no result given; [ ] = another dose, or the depositor's remark. Calls come from the whole dose curve; as a rule, active = well fitted curve in the direction sought with a large enough effect; inconclusive = small, poorly fitted or top-dose-only effect, or another doubt; inactive = no such curve, though single readings can be large; an effect the other way counts as inactive or inconclusive. Potency is the fitted concentration of half-maximal effect.

cpd | Structure | EPAC1 antag | EPAC2 ag | FUS yeast rescue | PTHR1 agonist | EPAC1 agonist | EPAC2 antagonist | TDP-43 yeast inh | aSyn yeast inh
1 | O=C(NC1CCCCCCC1)C1CCC(CNc2c(N3CCCC3)c(=O)c2=O)CC1 (configuration not stated) | -5% | 5% | -14% | i | -10% | -2% | 21% | 2%
2 | CCCn1c(N)c(C(=O)CSc2nnc(-c3c[nH]c4ccccc34)n2C2CC2)c(=O)[nH]c1=O | -5% | 5% | -11% | i | 5% | 3% | 17% | 0%
3 | CCCCC(=O)NC(=S)Nc1cccc(NC(=O)c2ccco2)c1 | 1% | 6% | 2% | -6% | -3% | 3% | 25% | -10%
4 | O=C(CSc1nc2nc(-c3cccs3)cc(C(F)(F)F)c2c(=O)[nH]1)Nc1c(F)c(F)c(F)c(F)c1F | -27% | -3% | 15% | -42%[inhibitor] | 11% | -16% | . | 2%
5 | Cc1cc(OCC(=O)NC2CC(C)(C)NC(C)(C)C2)c2c(C)c(C)c(=O)oc2c1 | 17% | 9% | -1% | i | 1% | 3% | 15% | 0%
6 | O=C(c1cnn2c1NC(c1ccco1)CC2C(F)(F)F)N1CCN(c2cccc(Cl)c2)CC1 (configuration not stated) | -21% | 10% | 15% | -53%[inhibitor][57.5 µM] | -5% | -1% | ? | 9%
7 | COc1cccc(/C=N/n2c(N)nc3ccccc32)c1OC | -7% | 12% | -6% | -24% | 6% | 1% | -3% | -3%
8 | Fc1ccc(C2c3cccn3CCN2C(=S)Nc2cccc(Br)c2)cc1 (configuration not stated) | -1% | 7% | 21% | -30% | 7% | 3% | ? | -13%
9 | C[C@H](NC(=O)[C@@H]1Cc2ccccc2CN1C(=O)OC(C)(C)C)C(=O)NC1CCCC1 | 6% | 1% | 15% | -14% | 6% | 1% | 5% | 3%
10 | CCN(CC)CCN(C)Cc1nc(C(c2ccccc2)c2ccccc2)no1 | 3% | 8% | -6% | -7% | 8% | 1% | 13% | 1%
11 | CC(=O)NCC(=O)N(C)C(C(=O)Nc1ccc2c(c1)OCCO2)c1ccccc1 (configuration not stated) | 1% | -1% | 11% | i | -4% | 6% | 23% | 4%
12 | CCOc1ccc2nc(NC(=O)Cc3cccs3)sc2c1 | -9% | -10% | -2% | -91%[inhibitor] | 4% | -7% | ? | 5%
13 | CC(=O)NCCc1ccc(O)cc1 | -9% | 6% | -17% | -16% | 2% | 0% | 11% | -7%
14 | COc1ccccc1-c1sc2ccccc2c1-c1ccc(OCCN2CCOCC2)cc1 | -9% | 5% | ? | i | 6% | -6% | 20% | -38%[inhibitor]
15 | CC(CC(=O)O)CC(=O)N1CCN(S(=O)(=O)c2cccs2)CC1 (configuration not stated) | -2% | 6% | . | -10% | 6% | -1% | 0% | -7%
16 | CC(=O)Nc1cccc(NC(=O)C(=O)NCC(c2ccco2)N2CCc3ccccc3C2)c1 (configuration not stated) | -12% | 12% | 24% | -21% | 14% | -3% | -26% | -6%
17 | COc1ccc(C(=O)NCCS(=O)(=O)NCc2cccs2)cc1 | -21% | 6% | 19% | -1% | 9% | 3% | 0% | -1%
18 | O=C(NCC1CC1)c1cc([N+](=O)[O-])cc([N+](=O)[O-])c1 | -5% | 5% | 12% | -12% | 5% | 2% | -5% | 3%
19 | NC(=O)COC(=O)CC(NC(N)=O)c1ccc(Cl)cc1 (configuration not stated) | 5% | -4% | . | i | -3% | 11% | 17% | 6%
20 | COCCNC(=S)N(CCc1c(C)[nH]c2ccc(C)cc12)Cc1ccco1 | -15% | 17% | 37% | -11% | -4% | -18% | -9%[9.22 µM] | 3%
21 | CCc1c(C2(O)CCCCC2)[nH]c2c(C(=O)OC)cc(Cl)cc12 | ? | -2% | 17% | 2% | -22% | ? | -85%[inhibitor] | -49%[inhibitor]
22 | CC(C)Nc1nnc(SCC(=O)Nc2ccc(F)cc2)s1 | 4% | 9% | -12% | i | 1% | -1% | -1% | -9%
23 | O=[N+]([O-])c1ccc(S(=O)(=O)c2cccc(C(F)(F)F)c2)nc1 | -28% | 8% | -3% | -34%[inhibitor] | -2% | -4% | 2%[1.82 µM] | -54%[inhibitor]
24 | O=S1(=O)C=C(SCCN2CCCC2)c2ccccc21 | 5% | -5% | 3% | -8% | -1% | 5% | -3% | -1%
25 | Nc1cc(SCc2ccc([N+](=O)[O-])cc2)ncn1 | -9% | 6% | -9% | i | 6% | -12% | ? | -9%

3 of these compounds in another layout.
14. COc1ccccc1-c1sc2ccccc2c1-c1ccc(OCCN2CCOCC2)cc1
- EPAC1 antag: -9%
- EPAC2 ag: 5%
- FUS yeast rescue: ?
- PTHR1 agonist: i
- EPAC1 agonist: 6%
- EPAC2 antagonist: -6%
- TDP-43 yeast inh: 20%
- aSyn yeast inh: -38%[inhibitor]

16. CC(=O)Nc1cccc(NC(=O)C(=O)NCC(c2ccco2)N2CCc3ccccc3C2)c1 (configuration not stated)
- EPAC1 antag: -12%
- EPAC2 ag: 12%
- FUS yeast rescue: 24%
- PTHR1 agonist: -21%
- EPAC1 agonist: 14%
- EPAC2 antagonist: -3%
- TDP-43 yeast inh: -26%
- aSyn yeast inh: -6%

19. NC(=O)COC(=O)CC(NC(N)=O)c1ccc(Cl)cc1 (configuration not stated)
- EPAC1 antag: 5%
- EPAC2 ag: -4%
- FUS yeast rescue: .
- PTHR1 agonist: i
- EPAC1 agonist: -3%
- EPAC2 antagonist: 11%
- TDP-43 yeast inh: 17%
- aSyn yeast inh: 6%

Back to the main list; the 3 compounds before the break are reprinted first.
cpd | Structure | EPAC1 antag | EPAC2 ag | FUS yeast rescue | PTHR1 agonist | EPAC1 agonist | EPAC2 antagonist | TDP-43 yeast inh | aSyn yeast inh
23 | O=[N+]([O-])c1ccc(S(=O)(=O)c2cccc(C(F)(F)F)c2)nc1 | -28% | 8% | -3% | -34%[inhibitor] | -2% | -4% | 2%[1.82 µM] | -54%[inhibitor]
24 | O=S1(=O)C=C(SCCN2CCCC2)c2ccccc21 | 5% | -5% | 3% | -8% | -1% | 5% | -3% | -1%
25 | Nc1cc(SCc2ccc([N+](=O)[O-])cc2)ncn1 | -9% | 6% | -9% | i | 6% | -12% | ? | -9%
26 | COc1cccc(C(=O)CC(=O)C(=O)Nc2ccc(C)cc2Cl)c1 | -8% | 9% | 22% | -28% | 10% | 8% | -29% | -6%
27 | N#CC(c1ccc(O)cc1)N1CCN(C(C#N)c2ccc(O)cc2)CC1 (configuration not stated) | -14% | 19% | . | -10% | -7% | 11% | 0% | 1%
28 | Cc1nc2cc(C(F)(F)F)ccc2n1C1CCN(CC(=O)N2CCOCC2)CC1 | -4% | 3% | 16% | i | 3% | -2% | 11% | 1%
29 | CCOC(=O)N1CCN(CC(=O)Nc2ccc(F)cc2)CC1 | -10% | 1% | 27% | -1% | -2% | -14% | -10%[0.397 µM] | 7%
30 | COc1ccc(C(O)c2nc(-c3cccc(C(C)C)c3)cs2)cc1 (configuration not stated) | -21% | 9% | 24% | -5% | 6% | -20% | 35µM* | 0%
31 | COC(=O)c1ccc(CSc2nc3ccccc3[nH]2)o1 | 6% | 11% | 6% | i | 7% | 0% | 1% | -5%
32 | CSC(=NS(=O)(=O)c1ccccc1)NNC(=O)c1c(-c2c(Cl)cccc2Cl)noc1C | ? | 5% | 29% | i | -3% | 6% | 13% | -1%
33 | COC(=O)c1cccnc1SCc1ccccc1 | -5% | 13% | 19% | i | 21% | -2% | 7% | -3%
34 | O=C(Nc1ccccc1)N(C1=NCCCCS1)c1ccccc1 | 8% | 5% | 0% | -4%[57.5 µM] | -6% | 7% | -1% | -5%
35 | COc1ccc(-n2cnc3scc(-c4ccccc4)c3c2=O)cc1 | ? | 11% | 16% | -6% | 9% | -10% | 11µM* | -1%
36 | Cc1ccccc1OCC(=O)Nc1cccc(N(C)S(C)(=O)=O)c1 | 6% | 6% | -6% | -24% | -9% | 14% | -3% | 9%
37 | COc1ccc(N(CC(=O)NCc2ccco2)S(=O)(=O)c2ccc(C)cc2)cc1OC | -12% | 8% | 1% | -27% | -8% | 2% | 17% | 1%
38 | Cc1cc(C)nc(N/N=C/c2cccc3ccccc23)n1 | -8% | 9% | . | -9% | -1% | -7% | -3% | -9%
39 | CC(C)C[C@H]1CNC(=O)C(=O)N1CC1CCN(CC2CCC(C)CC2)CC1 (some centres not stated) | 18% | 4% | -17% | -9% | -12% | 8% | -1% | -8%
40 | O=C1c2ccccc2C(c2nnnn2-c2ccc3c(c2)OCCO3)N1CCc1ccccc1F (configuration not stated) | 0% | 5% | 35% | -24% | 6% | 7% | 12% | 2%
41 | CC(C)C#Cc1ccc2c(c1)O[C@@H](CN(C)S(=O)(=O)c1cn(C)cn1)[C@@H](C)CN([C@H](C)CO)S2(=O)=O | 9% | 7% | 26% | i | -4% | 7% | 22% | 5%
42 | CC[n+]1ccc(C)c2cc(SC(F)(F)F)ccc21 | -16% | -4% | 12% | i | -3% | 10% | -14%[0.397 µM] | 0%
43 | CC1CCN(CC(=O)Nc2ccc(S(=O)(=O)NC3CC3)cc2)CC1 | 2% | -3% | -19% | -12% | -6% | -5% | 8% | -8%
44 | COc1cc(/C=C/C(=O)NC(C)C)ccc1OCc1ccccc1 | -2% | -6% | 8% | i | 0% | -4% | 15% | 4%
45 | CN(C)/C=C/C=C1C(=O)CCCC1=O | -13% | 2% | -10% | i | 12% | -3% | 20% | -1%

Record cards, as listed above. Screens in order: EPAC1 antag, EPAC2 ag, FUS yeast rescue, PTHR1 agonist, EPAC1 agonist, EPAC2 antagonist, TDP-43 yeast inh, aSyn yeast inh
Fc1ccc(C2c3cccn3CCN2C(=S)Nc2cccc(Br)c2)cc1 (configuration not stated) as listed: -1%, 7%, 21%, -30%, 7%, 3%, ?, -13%
CC[n+]1ccc(C)c2cc(SC(F)(F)F)ccc21 as listed: -16%, -4%, 12%, i, -3%, 10%, -14%[0.397 µM], 0%

These rows are one share of the data, so the mix of outcomes need not match the whole.
